Bioassay records: PubChem, National Center for Advancing Translational Sciences (NCATS)
SW480 rereplic = DNA re-replication induction in SW480 cells. SW480 DNA re-replication, Hoechst DNA content imaging, 48 h. Potency, µM (highest dose often 46.1 µM), without a hit: top-dose re-replication activation, actives largely listed as activators. hit rate 1.8% among 340,000; also: potency is read from the fitted curve at half-maximal effect; % of control where 0% means no effect; nearly all actives have a fitted effect of over 55% in size
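DNA re-replication was detected as more nuclei of elevated Hoechst intensity after 48 hr exposure to compound (23 nL pinned per well of 250 cells).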
MCF10A rereplic = inducers of DNA re-replication in MCF 10A breast cells; MCF 10A DNA re-replication, Hoechst nuclear intensity, 48 h; Potency, µM (doses to about 46.1 µM), for inactives: top-dose activity, positive = re-replication, usual class: activators; hit rate 2.9% among 350,000; AID 624296; also: potency is read from the fitted curve at half-maximal effect; % of control where 0% means no effect; nearly all actives have a fitted effect of over 50% in size
HT1080 IDH1KD tx = toxicity to HT-1080 IDH1 knockdown cells (counter line) | hit rate 2% among 360,000 | AID 686971 | Potency, µM (top dose mostly 46.1 µM), without a hit: at the highest dose activity, negative = toxicity, most hits filed as cytotoxic | HT-1080 IDH1 knockdown viability, ATP luminescence, 48 h;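 also: potency is read from the fitted curve at half-maximal effect; 0% = DMSO wells and -100% = cell-free medium wells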
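Cytotoxicity counter-line: IDH1KD HT-1080, 48 h, CellTiter-Glo. Curves classed by r2, magnitude and activity.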
HT1080-NT tox = kills 2HG-producing HT-1080-NT fibrosarcoma cells. HT-1080-NT fibrosarcoma viability, CellTiter-Glo ATP luminescence, 48 h. Potency, µM (doses to about 46.1 µM), without a hit: at the highest dose activity, negative = less viability, hits mostly cytotoxic. hit rate 1.6% among 360,000. AID 686970;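 also: NT is the 2HG producing partner of a matched IDH1 knockdown line; potency is read from the fitted curve at half-maximal effect; 0% = DMSO-treated cells and -100% = media-only wells without cells; nearly all actives have a fitted effect of over 55% in size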
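A 48-hour cytotoxicity screen used HT-1080-NT cells plated 2 hours before compound delivery. ATP-based CellTiter-Glo luminescence measured viability, normalized to DMSO and no-cell controls.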
ATXN2 expr inh = ATXN2 expression inhibition | Potency, µM (doses to about 57 µM), for inactives: top-dose activity change, negative = inhibition, usual class: inhibitors | HEK-293 ATXN2-luciferase reporter, luminescence, 24 h | AID 1745845 | hit rate 0.72% among 360,000; also: potency is read from the fitted curve at half-maximal effect; % is scaled to controls: 0 for no effect and ±100 for the full control effect; nearly all actives have a fitted effect of over 55% in size
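qHTS (up to 57 uM final) was run with 24 h compound exposure of reporter cells at 37 °C. Each well was multiplexed: SteadyGlo luminescence measured ATXN2-luciferase expression after a fluorogenic Gly-Phe-AFC viability readout (25 uM final).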
IL-1B inflam inh = inhibitors of inflammasome signaling (IL-1 beta secretion); THP-1 LPS/ATP IL-1B secretion, AlphaLISA, 16 h; stronger effect = lower value; hit rate 4.7% among 360,000; AID 743279; activity change, % at 57.5 µM; in the data active = activity change below about -50%; inconclusive = mostly about -30% to -49%; also: % is scaled to controls: 0 for no effect and ±100 for the full control effect
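Secreted IL-1B measured by AlphaLISA bead assay after 16 h compound exposure of THP-1 cells; compounds (final up to 57.5 uM) added 1 h before LPS (250 ng/mL) and ATP (1.25 mM) stimulation; lower signal means less secretion.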
S2 tox = viability counter-screen for ATXN expression inhibitors | Potency, µM (doses to about 56.7 µM), actives largely listed as cytotoxic | hit rate 0.49% among 400,000 | S2 cells (HEK-293 line with an ATXN2-luciferase reporter) viability, CellTiter-Fluor protease fluorescence, 24 h | AID 651635; also: potency is read from the fitted curve at half-maximal effect; nearly all actives have a fitted effect of over 40% in size
KB-3-1 cytotox = kills parental KB-3-1 adenocarcinoma cells; KB-3-1 viability, CellTiter-Glo ATP luminescence, 72 h; Potency, µM (top dose mostly 46.1 µM), for the others: at the highest dose activity change, negative = cytotoxic, actives largely listed as cytotoxic; hit rate 1.4% among 400,000; also: potency is read from the fitted curve at half-maximal effect; % is scaled to controls: 0 for no effect and ±100 for the full control effect; nearly all actives have a fitted effect of over 60% in size
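Screening of KB-3-1 cells (DMEM, 10% FBS, phenol-red free) ran from lowest to highest compound concentration; after 72 h at 37 °C viability was read luminescently and curves fitted.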
KB-V1 MDR tox = kills drug-selected multidrug resistant KB-V1 cells. KB-V1 MDR cells viability, CellTiter-Glo, 72 h. Potency, µM (top dose mostly 46.1 µM), for the others: at the highest dose activity change, negative = cytotoxicity, usual class: cytotoxic. hit rate 3.4% among 400,000. AID 1347076; also: potency is read from the fitted curve at half-maximal effect; % is scaled to controls: 0 for no effect and ±100 for the full control effect; nearly all actives have a fitted effect of over 60% in size
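KB-V1 MDR subline cells in DMEM (phenol-red free, 10% FBS) exposed to compounds in qHTS concentration series for 72 h at 37 degrees C. Viability read by CellTiter-Glo luminescence; concentration-effect curves fitted after normalization and correction.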
Active calls of the source: *; i = inactive; ? = inconclusive; · = not tested or not shown; & = joins results of further samples; [ ] = dose if it differs, or a comment. Unless noted, calls follow the shape of the dose curve; as a rule, active = well fitted curve in the direction sought with a large enough effect; inconclusive = small, poorly fitted or top-dose-only effect, or another doubt; inactive = no such curve, though single readings can be large; an effect the other way counts as inactive or inconclusive.

SMILES	SW480 rereplic	MCF10A rereplic	HT1080 IDH1KD tx	HT1080-NT tox	ATXN2 expr inh	IL-1B inflam inh	S2 tox	KB-3-1 cytotox	KB-V1 MDR tox
CCCN(CCC)C(=O)C(CCC(=O)O)NC(=O)c1ccccc1 (stereo not given)	0%&-4%	4%&-19%	1%	10%	1%&0%	22	i	0%	1%
CN(CCOc1ccc(NS(C)(=O)=O)cc1)CCc1ccc(NS(C)(=O)=O)cc1	-1%	12%	·	·	26%&6%	·	i	·	·
Cc1c(C(C)C)c(=O)n(-c2ccccc2)n1C	-3%	9%	·	·	9%	·	i	·	·
CN1CCC(=C2c3ccccc3CC(=O)c3sccc32)CC1	·	6%	-30%&-10%&-27%	?	-1%&0%&3%&19%&-17%	-27&-1&-13	i	?	?
Nc1ncnc(Nc2ccccc2)n1	-45%&-6%[inhibitor]	0%&-4%	4%	14%	21%&21%	14	i	0%	4%
CCC(Cc1c(I)cc(I)c(N)c1I)C(=O)O (stereo not given)	-29%	-33%[inhibitor]	-3%	-27%	-2%&10%	67	i	0%	4%
CCOc1ccccc1NC(=O)CSc1nc2ccccc2c2nc(CCn3cncc3C)nn12	·	·	·	·	-1%	·	28µM*	-3%	1%
O=C1CCc2cc(OCCCCc3nnnn3C3CCCCC3)ccc2N1	-7%	-1%	0%	1%	-11%&3%&3%	-7	i	0%	?
CCCCOC(=O)c1ccc(N)cc1	-6%&-2%	?	12%	26%	33%&-6%[activator]	-22	i	0%	1%
COc1ccc(S(=O)(=O)Nc2nnc(CC(C)C)s2)cc1	1%&1%&-7%	2%&0%&4%	1%	24%	0%&4%	10	i	0%	1%
Cc1ccsc1/C=C/C1=NCCCN1C	-30%&-10%&0%&-2%[inhibitor]	-1%&11%&-4%&5%	2%&10%&9%	20%&19%&7%	-1%&4%&18%&-13%	-11&44&15	i	0%&0%&0%	7%&1%&13%
CC[C@]12CCCN3CCc4c(n(c5ccccc45)[C@@](O)(C(=O)OC)C1)[C@@H]32	-1%	11%	-7%	-2%	4%&1%	-5	i	2%	2%
CN=C(N)NC(=O)Nc1c(C)cccc1C	16µM*	0%	16%	0%	-13%&5%	·	i	-1%	-5%
CC(=O)N(CC(O)CO)c1c(I)c(C(=O)NCC(O)CO)c(I)c(C(=O)NCC(O)CO)c1I (stereo not given)	-20%&-10%	?	13%	-4%	5%&18%	0	i	0%	0%
CCC12CCCN3CCc4c(n(c5ccccc45)C(O)(C(=O)OC)C1)C32 (stereo not given)	-18%	1%	3%	-20%	1%	-20	i	6%	-1%
CC(=O)O[C@@]12CO[C@@H]1C[C@H](O)[C@@]1(C)C(=O)[C@H](O)C3=C(C)[C@@H](OC(=O)[C@H](O)[C@@H](NC(=O)OC(C)(C)C)c4ccccc4)C[C@@](O)([C@@H](OC(=O)c4ccccc4)[C@H]21)C3(C)C	·	·	·	·	?	·	?	?	?
Nc1cc(=O)[nH]c(N)n1	-10%	2%	7%	15%	4%&13%	17	i	0%	15%
CCN1CC(CCN2CCOCC2)C(c2ccccc2)(c2ccccc2)C1=O (stereo not given)	-2%	0%	·	·	16%	·	i	·	·
COc1c(O)cc2c(c1O)[C@@H]1O[C@H](CO)[C@@H](O)[C@H](O)[C@H]1OC2=O	-3%	-19%	0%	15%	-10%	3	i	1%	?
CCN(CC)CCOC(=O)C(c1ccccc1)c1ccccc1	-3%&2%&-2%	8%&-46%&9%	7%	15%	-5%&22%	9	i	0%	5%

Given as labelled records: 4 of the compounds above
> CCC(Cc1c(I)cc(I)c(N)c1I)C(=O)O (stereo not given)
  SW480 rereplic = -29%
  MCF10A rereplic = -33%[inhibitor]
  HT1080 IDH1KD tx = -3%
  HT1080-NT tox = -27%
  ATXN2 expr inh = -2%&10%
  IL-1B inflam inh = 67
  S2 tox = i
  KB-3-1 cytotox = 0%
  KB-V1 MDR tox = 4%

> COc1c(O)cc2c(c1O)[C@@H]1O[C@H](CO)[C@@H](O)[C@H](O)[C@H]1OC2=O
  SW480 rereplic = -3%
  MCF10A rereplic = -19%
  HT1080 IDH1KD tx = 0%
  HT1080-NT tox = 15%
  ATXN2 expr inh = -10%
  IL-1B inflam inh = 3
  S2 tox = i
  KB-3-1 cytotox = 1%
  KB-V1 MDR tox = ?

> Cc1c(C(C)C)c(=O)n(-c2ccccc2)n1C
  SW480 rereplic = -3%
  MCF10A rereplic = 9%
  HT1080 IDH1KD tx = ·
  HT1080-NT tox = ·
  ATXN2 expr inh = 9%
  IL-1B inflam inh = ·
  S2 tox = i
  KB-3-1 cytotox = ·
  KB-V1 MDR tox = ·

> O=C1CCc2cc(OCCCCc3nnnn3C3CCCCC3)ccc2N1
  SW480 rereplic = -7%
  MCF10A rereplic = -1%
  HT1080 IDH1KD tx = 0%
  HT1080-NT tox = 1%
  ATXN2 expr inh = -11%&3%&3%
  IL-1B inflam inh = -7
  S2 tox = i
  KB-3-1 cytotox = 0%
  KB-V1 MDR tox = ?

(cont.)
SMILES	SW480 rereplic	MCF10A rereplic	HT1080 IDH1KD tx	HT1080-NT tox	ATXN2 expr inh	IL-1B inflam inh	S2 tox	KB-3-1 cytotox	KB-V1 MDR tox
CC1(C)Oc2ccc(C#N)cc2[C@@H](N2CCCC2=O)[C@@H]1O	5%&2%	6%&3%	8%	1%	0%&-5%	-3	i	0%	-7%
CN1CCN(c2c(F)cc3c(=O)c(C(=O)O)cn4c3c2SCC4)CC1	-4%&2%	0%&0%	0%	0%	-24%&1%	-3	i	10%	-8%
CN(C)CCOC(=O)C(c1ccccc1)C1(O)CCCC1 (stereo not given)	-10%&3%	12%&-17%	11%	0%	0%&1%	-9	i	0%	1%
CCOc1ccc(NC(=S)N2CCC(C(O)(c3ccccc3)c3ccccc3)CC2)cc1	·	16%	-13%	-13%	3%	-17	i	15%	?
CN1CCN(C(=O)C2CCCCC2)CC1	2%	1%	·	·	7%	·	i	·	·
OCC(O)CN1CCN(c2ccccc2)CC1 (stereo not given)	-5%&-16%&0%	15%&6%&-2%	11%	-19%	1%&3%	2	i	0%	9%
CC1CCc2c(N3CCC(O)CC3)c(F)cc3c(=O)c(C(=O)O)cn1c23 (stereo not given)	-80%&1%[inhibitor]	-40%&3%[inhibitor]	-15%	-2%	-6%&6%	0	i	-1%	-5%
NC(=O)c1ccc([N+](=O)[O-])cc1Cl	-3%	-3%	·	·	0%	·	i	·	·
COc1ccc(Sc2ccc(NC(=O)c3ccccc3Cl)cc2C#N)cc1	?	?	?	?	-28%	-11	i	?	?
NC(=O)NC(=O)Cc1ccccc1	-1%	3%	·	·	12%	·	i	·	·
Nc1ccc(S(=O)(=O)NCc2ccccc2)cc1	-4%	3%	·	·	2%	·	i	·	·
Cc1nc2nc(NC(=O)c3cccc(Cl)c3)[nH]n2c(=O)c1Cc1ccccc1	·	·	·	·	12%	·	i	-7%	3%
COc1ccc2c(CNCCc3ccccc3OC)c(C(=O)O)n(Cc3ccc(F)cc3Cl)c2c1	·	·	·	·	?	·	?	21µM*	0%
C/C=C(/C)C(=O)O[C@@H]1c2cc3c(c4c2[C@@]2(CO4)C(=O)C(OC)=C(OC)C=C2C[C@@H](C)[C@H]1C)OCO3	4%	-24%	5%	2%	-1%	-4	i	-9%	-16%
CC(C)(C(=O)c1cccnc1)c1cccnc1	-8%	-3%	5%	15%	2%&13%	?	i	0%	7%
COc1ccccc1OC(=O)Oc1ccccc1OC	3%&-1%	2%&0%	13%	6%	-1%&-10%	-1	i	6%	9%
Cc1nc2c([nH]1)c(=O)n(C)c(=O)n2Cc1ccco1	-4%	16%	·	·	34%[activator]	·	i	10%&24%	?
c1ccc(CNCCNCc2ccccc2)cc1	-1%	12%	·	·	-6%	·	i	·	·
Cc1ccc(C(=O)C(C)CN2CCCCC2)cc1 (stereo not given)	12%	4%	·	·	1%	·	?	·	·
O=c1c(O[C@@H]2O[C@H](CO)C(O)C2O)c(-c2ccc(O)c(O)c2)oc2cc(O)cc(O)c12 (stereo not given in full)	-61%[inhibitor]	?	12%	11%	3%	-3	i	0%	-11%
CCCCCCCCCCOCC(O)CN (stereo not given)	0%	?	·	·	40µM*	·	40µM*	·	·
COc1cc2c(c(OC)c1OC)-c1c(cc(OC)c(OC)c1OC)C[C@H](C)[C@H](C)C2	?	?	5%	-3%	-1%	-14	?	-14%	-20%
CCCCN(CCCC)CC(O)c1cc(Cl)cc2c1-c1ccc(Cl)cc1/C2=C/c1ccc(Cl)cc1 (stereo not given)	?	10%	·	·	25µM*	·	?	·	·
Cc1oncc1C(=O)Nc1ccc(C(F)(F)F)cc1	?	20%	?	?	19%&61%&94%	-24	i	-1%	-12%
Cc1cc(NC(=O)C2CCN(S(=O)(=O)c3ccc4[nH]c(=O)oc4c3)CC2)ccc1Br	·	·	·	·	?	·	i	-29%	26%
CN1CCC(Nc2ncc3ncnc(Nc4ccc(F)c(Cl)c4)c3n2)CC1	13µM*	3.3µM*	·	·	28µM*	·	?	·	·
CN1CCN(c2cc3c(cc2F)c(=O)c(C(=O)O)cn3-c2ccc(F)cc2)CC1	1%	2%	·	·	2%	·	i	·	·
O=C(NCCN1CCOCC1)c1ccc(Cl)cc1	?	-34%&-7%[inhibitor]	11%	15%	1%&24%	-6	i	0%	-1%
Cc1ccc(Cc2c(C)nc3c(-c4ccccc4)c(C)[nH]n3c2=O)cc1	·	·	·	·	16µM*	·	?	?	?

Only part of the results is shown; the hit share may differ from the screen's.
